Mtb RmlCD inh – M. tuberculosis RmlC/RmlD inhibition | P9WH09+P9WH11 | RmlC+RmlD coupled enzyme assay, percent inhibition; primary screen in compound mixtures | inhibition, % at 3.6 µM | 160,000 tested, 0.03% active; in the data active = inhibition mostly above about 34%, no sharp cut-off; note: some results filed as inactive read as strong as hits
Target sequence (P9WH09 whole entry, looked up): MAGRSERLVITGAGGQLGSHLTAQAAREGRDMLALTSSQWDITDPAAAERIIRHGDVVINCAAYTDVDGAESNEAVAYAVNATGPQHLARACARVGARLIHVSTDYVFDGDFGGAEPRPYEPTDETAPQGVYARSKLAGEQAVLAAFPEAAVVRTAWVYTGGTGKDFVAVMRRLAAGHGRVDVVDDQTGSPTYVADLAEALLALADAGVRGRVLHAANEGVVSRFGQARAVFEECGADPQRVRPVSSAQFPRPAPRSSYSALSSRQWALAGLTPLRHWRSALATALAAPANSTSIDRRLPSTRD
Target sequence (P9WH11 whole entry, looked up): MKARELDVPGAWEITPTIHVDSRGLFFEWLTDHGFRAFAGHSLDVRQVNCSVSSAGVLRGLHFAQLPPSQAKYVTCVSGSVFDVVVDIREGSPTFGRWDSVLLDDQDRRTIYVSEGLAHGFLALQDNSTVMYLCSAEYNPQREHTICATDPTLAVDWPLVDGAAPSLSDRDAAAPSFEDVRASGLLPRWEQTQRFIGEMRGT
GlmU inhibition – inhibition of mycobacterial GlmU enzyme – biochemical, glucosamine-1-phosphate acetyltransferase (AID 1376); inhibition, %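 (tested at 30 µM in the primary screen)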, or IC50 in µM where a hit was titrated; M. tuberculosis GlmU acetyltransferase enzyme assay; higher % means a stronger effect; 220,000 tested, 0.25% active; in the data active = inhibition above about 13%;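 note: 0% = complete reaction with vehicle and 100% = reaction without substrate; strong numbers were not always called active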
An asterisk follows results filed as active; . = no result given.

SMILES	Mtb RmlCD inh	GlmU inhibition
N#C/C(=C\c1cc(O)c(O)c(O)c1)C(N)=O	4	0.5%
COc1ccc(OC)c(NC(=O)CN(Cc2ccccc2)S(C)(=O)=O)c1	0	2.4%
CCOC(=O)c1ccc(N2C(=O)c3n[nH]c(C)c3C2c2ccccn2)cc1 (stereo unspecified)	8	1.7%
Cc1ccc(-n2c(NN)nc3ccccc3c2=O)c(C)c1	.	-3.3%
CCCCC1(C)NC(=S)N2N1C(=S)NC2(C)CCCC (stereo unspecified)	1	7.9%
Cc1ccc(NC(=O)CN2CCC(C(=O)c3ccc4c(c3)OCCO4)CC2)cc1	.	-4.1%
O=C(CNS(=O)(=O)c1ccccc1Br)OCC(=O)N1CCc2ccccc21	-3	0.0%
CCCCOC(=O)Nc1ccc(S(=O)(=O)Nc2ccc([N+](=O)[O-])cc2)cc1	-13	2.0%
O=C(NCc1ccco1)C(c1cccs1)N(C(=O)C1COc2ccccc2O1)c1cccc(O)c1 (stereo unspecified)	14	-8.8%
COc1cccc(C2SCC(=O)N2c2cccc(C)c2)c1OC (stereo unspecified)	-11	-3.9%
C[C@H](NC(=O)OC(C)(C)C)c1nnc(SCC(N)=O)o1	.	-2.5%
Cc1ccc(NS(=O)(=O)c2ccccc2[N+](=O)[O-])cc1C	-3	-3.4%
O=C(/C=C/c1ccccc1)Nc1nnc(SCC(=O)c2ccc3ccccc3c2)s1	.	3.3%
COCC(=O)Nc1nnc(-c2ccc(C(C)(C)C)cc2)s1	-5	-4.0%
O=C(O)CCCC(=O)NCCc1cccc(Cl)c1	.	-5.9%
CN(C)c1ccc(C=NCC2COc3ccccc3O2)cc1 (stereo unspecified)	9	2.2%
O=C(O)COc1ccc(=O)n(-c2ccccc2)n1	13	0.4%
COc1ccc(NC(=O)C(CC(C)C)NC(=O)C2CCCCC2)c(OC)c1 (stereo unspecified)	3	-1.2%
O=C(COC(=O)c1ccco1)Nc1nc2ccccc2s1	-10	5.4%
CCOc1ccc(-n2nc3c(SCCN4CCCC4)nnc(C)c3c2C)cc1	0	-14%
O=C(COC(=O)CCc1ccc(S(=O)(=O)N2CCOCC2)cc1)Nc1ncc(C(F)(F)F)cc1Cl	-6	0.2%
CCC(C)c1c(O)nc(SCc2ccccc2)[nH]c1=O (stereo unspecified)	-7	0.2%
O=C(Nc1nnc(CC2=CCCCC2)s1)c1cccs1	.	-3.2%
COc1ccc(NC(=O)N(C2CCCCC2)C(C)c2cccnc2)c(OC)c1 (stereo unspecified)	.	4.0%
O=C(COC(=O)c1cccs1)NCC1CCCCC1	76	-4.0%
COCCN(C(=S)Nc1c(C)cc(C)cc1C)C(C)c1cccnc1 (stereo unspecified)	-10	3.3%
O=C(C1CCCCC1)N1CCCc2ccccc21	-7	-0.8%
CCCc1nc(NCC2CCCO2)c2nnn(Cc3ccccc3)c2n1 (stereo unspecified)	-6	2.6%
c1ccc2[nH]c(SCc3cn4ccccc4n3)nc2c1	3	-6.4%
COc1cc(C(=O)NC(CCSC)C(=O)OCC(=O)NC(=O)C2CCCCC2)cc(OC)c1OC (stereo unspecified)	7	-3.3%
O=C(Cc1ccc(F)cc1)N/N=C/c1ccc(-c2ccc(Cl)c(C(=O)O)c2)o1	2	4.0%
O=[N+]([O-])c1cccc(-c2cn3nc(-c4ccccc4)c(-c4ccccc4)nc3n2)c1	-5	-5.0%
CCn1nccc1C(=O)Nc1ccc(S(=O)(=O)NC23CC4CC(CC(C4)C2)C3)cc1	.	-2.0%
CCOC(=O)C1[C@H]2C(=O)N(C(C)c3ccc(OC)cc3)C[C@]23C=C[C@H]1O3 (stereo partly specified)	.	-0.6%
COc1ccc(CCNC(=O)C(=O)Nc2ccc3nc4n(c(=O)c3c2)CCCCC4)cc1OC	-7	4.8%
O=C1CN(CC(=O)Nc2ccc(SC(F)F)cc2)CCN1	.	3.7%
Cc1cccc(OCCn2c(=S)[nH]c3ccccc32)c1	.	-3.3%
CCOP(=O)(OCC)C(NC(=O)Nc1cccc(Cl)c1)C(N)=O (stereo unspecified)	.	3.3%
COc1cccc(NC(=O)CSc2nnc(-c3ccoc3C)n2-c2ccccc2)c1	.	2.0%
COC(=O)CN(c1ccc(OC)cc1)S(=O)(=O)c1c(C)noc1C	-2	6.1%
CCn1c(COc2cccc3cccnc23)nnc1SCC(=O)O	28	2.1%
CC1CCN(c2ccccc2NC(=S)NC(=O)c2ccc(-c3cccc([N+](=O)[O-])c3)o2)CC1	-11	0.1%
CCC(C)(C)C(=O)Nc1ccc(OC)cc1[N+](=O)[O-]	-7	-1.5%
O=C(O)c1ccc(/C=C(\c2nc3ccccc3[nH]2)c2nc3ccccc3s2)cc1	.	0.6%
COc1ccc(-c2cc(C(=O)N3CCOCC3)no2)cc1OC	.	1.4%
Cc1cccc(NC(=S)N2CCC(c3nc4ccccc4o3)CC2)c1	-11	-1.7%
CCOC(=O)NC(=O)CSc1nnnn1-c1ccc(C)cc1	-3	-0.6%
CCC(=O)c1ccccc1OCCN1CCN(Cc2ccccc2)CC1	1	-2.6%
CC(=O)N1[C@H](C)C=C[C@]1(Cc1ccccc1)C(=O)NCc1cc(F)cc(C(F)(F)F)c1	.	0.3%
CSc1ccccc1C(=O)Nc1ccc2c(c1)OCO2	1	-0.4%

Another view of part of the listing above:
| canonical_smiles | Mtb RmlCD inh | GlmU inhibition |
| --- | --- | --- |
| CCn1nccc1C(=O)Nc1ccc(S(=O)(=O)NC23CC4CC(CC(C4)C2)C3)cc1 | . | -2.0% |
| CCOC(=O)C1[C@H]2C(=O)N(C(C)c3ccc(OC)cc3)C[C@]23C=C[C@H]1O3 (stereo partly specified) | . | -0.6% |
| COc1ccc(CCNC(=O)C(=O)Nc2ccc3nc4n(c(=O)c3c2)CCCCC4)cc1OC | -7 | 4.8% |
| O=C1CN(CC(=O)Nc2ccc(SC(F)F)cc2)CCN1 | . | 3.7% |
| Cc1cccc(OCCn2c(=S)[nH]c3ccccc32)c1 | . | -3.3% |
| CCOP(=O)(OCC)C(NC(=O)Nc1cccc(Cl)c1)C(N)=O (stereo unspecified) | . | 3.3% |
| COc1cccc(NC(=O)CSc2nnc(-c3ccoc3C)n2-c2ccccc2)c1 | . | 2.0% |
| COC(=O)CN(c1ccc(OC)cc1)S(=O)(=O)c1c(C)noc1C | -2 | 6.1% |
| CCn1c(COc2cccc3cccnc23)nnc1SCC(=O)O | 28 | 2.1% |
| CC1CCN(c2ccccc2NC(=S)NC(=O)c2ccc(-c3cccc([N+](=O)[O-])c3)o2)CC1 | -11 | 0.1% |
| CCC(C)(C)C(=O)Nc1ccc(OC)cc1[N+](=O)[O-] | -7 | -1.5% |
| O=C(O)c1ccc(/C=C(\c2nc3ccccc3[nH]2)c2nc3ccccc3s2)cc1 | . | 0.6% |
| COc1ccc(-c2cc(C(=O)N3CCOCC3)no2)cc1OC | . | 1.4% |
| Cc1cccc(NC(=S)N2CCC(c3nc4ccccc4o3)CC2)c1 | -11 | -1.7% |
| CCOC(=O)NC(=O)CSc1nnnn1-c1ccc(C)cc1 | -3 | -0.6% |

(listing goes on)
SMILES	Mtb RmlCD inh	GlmU inhibition
Cc1cc(N2CCN(Cc3nc(-c4ccc(Cl)cc4)oc3C)CC2)cc(C)n1	4	-4.2%
COc1ccccc1NS(=O)(=O)c1ccc(O)c(C(=O)OCC(=O)N2c3ccccc3CC2C)c1 (stereo unspecified)	6	-1.6%
O=C(COC(=O)c1n[nH]c2ccccc12)NC(=O)NC1CCCC1	.	4.0%
CN1CCN(S(=O)(=O)c2ccc(NC(=O)Cc3cccs3)cc2)CC1	.	-2.2%
CCC(c1nnc(SCC(=O)Nc2ccc(C(=O)Nc3ccccc3OC)cc2)o1)N(C)C (stereo unspecified)	.	0.7%
O=C(NC1CCCCC1)c1cccc(COCC(F)(F)F)c1	.	-0.7%
COCCn1c(=O)c2c(nc3n2CCN3c2ccc(C)cc2)n(C)c1=O	4	3.4%
O=S1(=O)C=C(SCc2cccc(Cl)c2)Nc2ccccc21	8	.
CC1CCN(C(=O)C(NS(=O)(=O)c2cccc3nsnc23)c2ccccc2)CC1 (stereo unspecified)	14	1.8%
CCCC(=O)Nc1ccccc1Sc1ncnc2scc(-c3ccccc3)c12	2	2.1%
COc1ccc(C(=O)c2cc3ccc(O)cc3oc2=O)cc1	.	3.4%
Cc1csc(/N=C/N(C)C)c1C#N	6	3.0%
Cc1c(NC(=O)CNCc2ccc3c(c2)OCO3)c(=O)n(-c2ccccc2)n1C	3	1.7%
Cn1cccc1/C=N/NC(=O)c1ccccn1	13	1.4%
CN1C(=O)N(C)C2(c3ccccc3)Nn3c(s/c(=C/c4ccccc4)c3=O)=NC12c1ccccc1 (stereo unspecified)	-7	-1.6%
CCCc1cc(NCCCN2CCOCC2)n2c(nc3ccccc32)c1C#N	.	6.7%
CCOC(=O)c1[nH]c(C)c(/C(O)=C2\C(=O)C(=O)N(CCCN(C)C)C2c2cccnc2)c1C (stereo unspecified)	-5	0.9%
Nc1nn2c(-c3ccccc3)cc(=O)[nH]c2c1N=Nc1ccc(Br)cc1	-7	1.7%
CC(C)Oc1ccc(CSc2nnc3n(C)c(=O)c4c5c(sc4n23)CCCC5)cc1	.	2.6%
N=c1c2c(n(Cc3cccc(Cl)c3)c3c1CCC3)CCCC2	.	-4.6%
C=CCSc1nnc(NC(=O)Cc2ccc(OC)c(OC)c2)s1	8	7.4%
CCOC(=O)N1CCN(C(=O)Cc2ccc(-n3c(=O)[nH]c4ccccc4c3=O)cc2)CC1	3	4.9%
CS(=O)(=O)N1CCN(c2ccccc2NC(=O)c2ccc(-c3ccc(Br)cc3)o2)CC1	16	0.3%
COc1ccc2nc(SCc3nc(N)nc(Nc4ccccc4)n3)[nH]c2c1	-1	0.2%
COC(=O)c1ccccc1NC(=S)NC(=O)c1cccc2ccccc12	.	0.5%
Cc1ccc(C2N(C)c3ccccc3-c3nc4ccccc4n32)o1 (stereo unspecified)	3	-5.4%
CN(C)S(=O)(=O)c1cccc(NC(=S)NC(=O)C2CCCCC2)c1	-2	2.9%
CC(C)C(=O)Nc1cc(S(=O)(=O)Nc2cccc(Cl)c2)ccc1Cl	-2	0.1%
COc1ccc(CC(=O)Nc2ccc(-c3noc(-c4cccc(OC)c4)n3)cc2)cc1	-2	7.2%
O=C(COc1ccc(Cl)cc1)N(c1ccccc1Cl)C1CN2CCC1CC2 (stereo unspecified)	.	-11%
CC1=CC(=O)C2=C(C)CC(O)C3C(C)C(=O)OC3C12 (stereo unspecified)	.	6.0%
COCCNC(=O)C(c1ccc(C)o1)N(Cc1ccc(OC)cc1)C(=O)Cn1nnc2ccccc21 (stereo unspecified)	8	1.1%
O=C(Nc1ccccc1)N(CCN1CCOCC1)Cc1cccc(Cl)c1	8	2.2%
Cc1nnc(NC(=O)CCC(=O)N2CCN(CCOc3cccc4ccccc34)CC2)s1	5	4.8%
Cc1nn(CC(=O)NCC2CCCO2)c(=O)c2ccccc12 (stereo unspecified)	.	2.1%
CN1C(=S)SC(N(O)C=C2C=CC(=O)C=C2)C1(C)C (stereo unspecified)	.	4.3%
Cc1c(NS(=O)(=O)c2cccc(C(=O)NCc3ccc(Cl)cc3)c2)c(=O)n(-c2ccccc2)n1C	1	0.8%
COc1ccccc1CNc1cc(-c2ccccc2)ccc1OC	.	2.3%
CCC[N+]1(CC#CC(O)(c2ccccc2)C2CCCCC2)CCCCC1 (stereo unspecified)	-3	-4.6%
Cc1cc(C)c(C)c(OCC(=O)NCCN(C)C)c1	10	-2.3%
COc1ccc(C(=O)/C=C/C(=O)N(CC(=O)NC2CCCCC2)Cc2ccccc2OC)c(O)c1	.	-0.3%
Cc1occc1-c1nc(-c2ccncc2)no1	-5	4.2%
Cc1ccc(CN2CCN(Cc3cnc(C)s3)CC2CCO)cc1 (stereo unspecified)	.	-5.1%
Cc1cccc(-c2noc(CCC(=O)NCc3ccccc3)n2)c1	.	-2.2%
CCn1cc(C(=O)OCC(=O)c2cc(C)n(-c3ccccc3)c2C)c(=O)c2ccc(C)nc21	3	-1.6%
COc1ccccc1C1=NN(C2=NN=C(N)Cc3ncnn32)C(O)(C(F)(F)F)C1 (stereo unspecified)	7	-7.5%
Nc1nc2c3ccccc3nc(Cc3ccccc3)n2n1	60	-4.9%
CC1(C)CC(=O)C2=C(C1)NC(=S)C(C#N)C21CCCCC1 (stereo unspecified)	0	-5.0%
O=C(O)c1nc2nc(Cl)c(Cl)nc2[nH]1	-6	-6.8%
COc1ccc(-c2oc3ccccc3c(=O)c2OCC(=O)O)cc1	.	2.1%

New compounds follow:
SMILES	Mtb RmlCD inh	GlmU inhibition
Cc1ccc(-n2c(C)c([N+](=O)[O-])c3ccc(O)c(CN(C)C)c32)cc1	8	-4.3%
CC1CCCN(C(=S)Nc2ccc3nc4n(c(=O)c3c2)CCCCC4)C1 (stereo unspecified)	.	-1.2%
CCOC(=O)C1=C(CN2CCCCCC2)NC(=O)NC1c1cccc([N+](=O)[O-])c1 (stereo unspecified)	13	-6.6%
O=C(CCCCCn1c(=S)[nH]c2cc3c(cc2c1=O)OCO3)N1CCN(Cc2ccccc2)CC1	.	-5.2%
[O-][n+]1c2c(c3c4non(O)c4ccc31)CCCC2	-7	4.5%
CCCCCc1ccc(-c2ccc(=O)[nH]n2)cc1	2	.
Fc1cccc(Cl)c1Cn1nnc2c(N3CCC4(CC3)OCCO4)ncnc21	-9	2.2%
Cc1cccc(N(CC(=O)NCCC2=CCCCC2)S(C)(=O)=O)c1C	.	0.3%
CCCC(C)n1[nH]c(=O)c2c1NC(=O)CSC2c1ccc(OC)c(OC)c1 (stereo unspecified)	-3	4.1%

Bioassay records (PubChem)

These rows are one share of the data, so the mix of outcomes need not match the whole.
